Bioassay records (PubChem BioAssay)
TIM10 inh – growth inhibitors of isogenic TIM10 control yeast, primary screen, counter-screen for tim10-1 yeast inhibitor project, luminescence, uHTS | AID 463195, 2010 | S. cerevisiae TIM10 strain growth, BacTiter-Glo luminescence, 24 h | 330,000 tested, 1.4% active | inhibition, % at 10 µM;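 active means inhibition of 40% or more at the single tested concentration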;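 further: wild-type TIM10 isogenic control strain grown at permissive 25 °C; 0% = DMSO yeast wells and 100% = minimal medium wells without yeast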
tim10-1 inh – growth inhibitors of tim10-1 mutant yeast, primary screen, luminescence, uHTS. inhibition, % at 20 µM. 330,000 tested, 2.2% active. S. cerevisiae tim10-1 ts strain growth, BacTiter-Glo, 24 h;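 active means inhibition of at least 40%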;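 further: mutant grown at 25 °C; 0% = DMSO wells with yeast and 100% = wells holding no yeast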
NALP3 yeast inh – NALP3 inflammasome inhibitors in reconstituted yeast, primary screen, luminescence, uHTS. Yeast reconstituted NLRP3/ASC/caspase-1, beta-gal luminescence, 24 h. inhibition, % at 10 µM. 330,000 tested, 0.39% active;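 active means inhibition of 50% or more; inactive means inhibition below 50%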;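 further: plate controls were induced DMSO wells for no effect and uninduced yeast grown without galactose for full effect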
mIAP activ – activators of mouse IAP, primary screen, biochemical, luminescence, uHTS | muIAP, CDP-Star luminescence, 30 min; stronger effect = higher value; 1 = vehicle-only enzyme signal, 0 = enzyme-free wells | activation factor at 10 µM | 330,000 tested, 0.24% active | AID 2805, 2010 | intestinal alkaline phosphatase [Mus musculus];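 active means activation factor of at least 2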; further: the source names both 10 and 20 µM as test concentration; values of inactives mirror those of a sister screen read the other way
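System: Mouse IAP enzyme | Also added: CDP-Star substrate | Dosing: Compounds dispensed in DMSO | Schedule: 30 min enzyme-substrate-compound incubation at room temperature | Technique: Chemiluminescence readout | Control set: DMSO-only wells and no-enzyme negative control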
ATG4B inh – ATG4B protease inhibitors, primary screen, biochemical, fluorescence, uHTS. Cysteine protease ATG4B (Homo sapiens), Q9Y4P1. ATG4B cleavage of LC3-PLA2, NBD-HPC fluorescence, 1 h. inhibition, % at 8.33 µM. 340,000 tested, 0.51% active. AID 504462, 2011; in the data active means inhibition above about 40%
Target sequence (Q9Y4P1 whole entry, looked up): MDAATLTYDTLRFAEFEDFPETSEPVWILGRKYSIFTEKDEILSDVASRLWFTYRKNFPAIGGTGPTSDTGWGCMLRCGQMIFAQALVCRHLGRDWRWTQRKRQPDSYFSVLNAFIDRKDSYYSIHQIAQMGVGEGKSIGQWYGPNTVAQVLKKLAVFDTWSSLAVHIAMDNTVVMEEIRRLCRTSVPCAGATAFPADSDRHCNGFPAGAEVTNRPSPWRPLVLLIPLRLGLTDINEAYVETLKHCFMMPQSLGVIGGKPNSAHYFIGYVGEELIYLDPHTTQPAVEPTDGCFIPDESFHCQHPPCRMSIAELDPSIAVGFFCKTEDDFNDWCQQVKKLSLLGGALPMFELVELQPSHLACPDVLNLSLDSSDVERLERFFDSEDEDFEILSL
mIAP inh – inhibitors of mouse IAP, primary screen, biochemical, luminescence, uHTS | 330,000 tested, 0.2% active | purified mouse IAP, CDP-Star luminescence, 30 min | intestinal alkaline phosphatase [Mus musculus] | inhibition, % at 10 µM | AID 2806, 2010;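 active means inhibition of at least 40% at 10 µM in the primary screen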;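 further: plate controls were DMSO with enzyme for no effect and no enzyme wells for full effect; values of inactives mirror those of a sister screen read the other way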
hIAP block – human IAP inhibitors, primary screen, biochemical, luminescence, uHTS | inhibition, % at 10 µM | purified IAP, CDP-Star luminescence, 30 min | 330,000 tested, 0.12% active | Intestinal-type alkaline phosphatase (Homo sapiens), P09923;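 active means inhibition reaching a set limit with compound at 10 µM in the primary screen, cut at about 35% in these data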;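 further: plate controls were DMSO wells with enzyme for no effect and no-enzyme buffer wells for full effect; values of inactives mirror those of a sister screen read the other way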
Target sequence (P09923 whole entry, looked up): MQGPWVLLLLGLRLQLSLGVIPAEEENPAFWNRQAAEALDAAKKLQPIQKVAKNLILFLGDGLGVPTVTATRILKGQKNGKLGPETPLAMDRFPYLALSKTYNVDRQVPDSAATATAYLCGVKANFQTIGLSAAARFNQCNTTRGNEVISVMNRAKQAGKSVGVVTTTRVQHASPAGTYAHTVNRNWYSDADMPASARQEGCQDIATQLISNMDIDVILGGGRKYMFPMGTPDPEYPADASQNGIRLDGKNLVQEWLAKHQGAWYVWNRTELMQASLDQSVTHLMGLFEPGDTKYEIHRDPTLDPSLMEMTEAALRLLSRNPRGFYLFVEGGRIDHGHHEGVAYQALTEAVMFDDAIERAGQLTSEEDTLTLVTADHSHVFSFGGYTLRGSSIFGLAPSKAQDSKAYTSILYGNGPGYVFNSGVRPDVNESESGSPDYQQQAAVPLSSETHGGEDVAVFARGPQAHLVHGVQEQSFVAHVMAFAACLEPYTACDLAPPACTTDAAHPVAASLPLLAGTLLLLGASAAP
hIAP act – human IAP activators, primary screen, biochemical, luminescence, uHTS | Intestinal-type alkaline phosphatase (Homo sapiens), P09923 | purified human IAP, CDP-Star luminescence, 30 min; stronger effect = higher value; 1 = vehicle-only enzyme, 0 = enzyme-free background | activation factor at 10 µM | 330,000 tested, 0.16% active | AID 2524, 2010;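 active means activation factor of the enzyme at least 2-fold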; further: the source names both 10 and 20 µM as test concentration; values of inactives mirror those of a sister screen read the other way
Apaf-1 inh – inhibitors of human Apaf-1 apoptosome, primary screen, biochemical, DEVD-Rh110 fluorescence, uHTS; Apoptotic protease-activating factor 1 (Homo sapiens), O14727; reconstituted apoptosome caspase-3 activity; inhibition, % at 20 µM; 330,000 tested, 0.71% active; active means inhibition of at least 40% at 20 µM;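 further: plate controls were DMSO wells for no effect and DEVD-CHO caspase inhibitor wells for full effect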
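System: Apoptosome proteins | Medium: Hepes pH 7.5 with detergent and BSA | Also added: Cytochrome c trigger plus (Z-DEVD)2-Rh110 caspase-3 substrate | Incubation: 30 min compound preincubation, 50 min activation, room temperature | Detection: Rhodamine 110 fluorescence at Ex 480/Em 540 nm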
The depositor's hits bear a star; x = no result given.

SMILES	TIM10 inh	tim10-1 inh	NALP3 yeast inh	mIAP activ	ATG4B inh	mIAP inh	hIAP block	hIAP act	Apaf-1 inh
COc1ccc(OC(=O)CCCN2C(=O)c3ccccc3C2=O)cc1	9	17	12	1.1	-4	-8	-13	1.1	15
CN(CC(=O)Nc1ccc(F)cc1)C(=O)Cn1cnc2ccc(Cl)cc2c1=O	3	-17	16	0.97	-14	3	6	0.94	1
c1ccc(-n2ncc3c(N4CCCC4)ncnc32)cc1	-7	13	35	0.96	5	4	-30	1.3	7
O=S(=O)(NCc1ccccc1)c1ccc(Cl)c(S(=O)(=O)NCc2ccccc2)c1	-14	30	-1	1.1	-4	-6	6	0.94	2
CN(c1ccccc1)S(=O)(=O)c1cccc(NC(=O)c2ccc3ncsc3c2)c1	-7	-2	0	0.89	-5	11	5	0.95	-1
CCOc1ccccc1NS(=O)(=O)c1ccc(Br)s1	15	29	-11	1	-5	-5	13	0.87	8
O=C(NCCc1ccccn1)C1CCN(S(=O)(=O)c2ccc3ccccc3c2)CC1	8	15	0	1	0	-1	-19	1.2	-1
COc1ccccc1N1CCN(c2nc(N)c(C#N)c(CC#N)c2C#N)CC1	16	17	6	0.95	-19	5	-4	1	4
O=C(/C=N/O)Nc1ccccc1C(=O)O	-4	4	12	1	-1	-4	4	0.96	7
CN(C)CCCN(C(=O)c1ccc(S(=O)(=O)N2CCCCCC2)cc1)c1nc2c(F)cccc2s1	-1	6	0	0.95	1	4	18	0.82	-2
Cc1ccc(OCCOc2ccc(Br)cc2)c([N+](=O)[O-])n1	22	25	44	1	33	-3	7	0.93	11
COC(=O)c1ccc(C2C3=C(Nc4nnnn42)c2ccccc2OC3)cc1 (centres undefined)	27	22	-6	0.88	-3	12	-5	1.1	13
S=C(NCCc1ccccc1)N1CCN(C(c2ccccc2)c2ccccc2)CC1	27	20	7	1.6	-1	-63	7	0.93	9
Cn1c(N)c(N2CCCCC2)c(=O)n(CC(=O)Nc2cccc(C#N)c2)c1=O	-10	-6	1	0.97	2	3	9	0.91	-5
COc1cc(-c2nc(-c3ccc(NC(=O)c4ccc5c(c4)OCO5)cc3)no2)cc(OC)c1OC	-26	2	20	0.95	-16	5	-5	1	0
Fc1ccccc1CNc1nc(-c2cccnc2)nc2ccccc12	24	27	17	0.96	-5	4	1	0.99	19
CCCCNc1nc(-c2ccccc2)nc(-n2ccnc2)n1	10	15	20	1.1	-16	-7	-27	1.3	9
CCO[C@H]1OC(C(=O)N2CCN(Cc3ccccc3)CC2)=C[C@@H](c2cn(C(C)=O)c3ccccc23)[C@@H]1CCCO	9	15	11	0.87	8	13	9	0.91	20
Cc1ccc(S(=O)(=O)NCCC(=O)NC2CCCCC2)cc1	-15	-20	-6	1.1	-2	-10	-12	1.1	11
N#C/C(=C/c1cn(-c2ccccc2)nc1-c1cccc(S(=O)(=O)N2CCCC2)c1)C(=O)NCc1ccco1	12	20	4	0.95	18	5	-13	1.1	12
O=C(CSc1nnc(CNC(=O)c2c(F)cccc2F)o1)NCc1ccccc1	16	6	16	0.93	-1	7	-2	1	0
O=C(Nc1ccc(Cl)cc1-c1nc2ccccc2s1)c1ccco1	8	25	4	0.93	-15	7	0	1	12
CCOc1cc(/C=C2\C(=O)N(c3cccc(C(F)(F)F)c3)C(=O)c3ccccc32)ccc1O	30	42*	3	0.95	14	5	3	0.97	18
CCN(CC)S(=O)(=O)c1ccc(-c2cn3ccc(C)cc3n2)cc1	12	17	9	0.91	-5	9	19	0.81	6
Cn1c(=O)cc(OCCCC(=O)N2CCN(c3ccccc3)CC2)c2ccccc21	2	31	3	0.95	-9	5	-13	1.1	4
Cn1c(N2CCC(C(N)=O)CC2)nc2c1c(=O)n(Cc1ccc(Cl)cc1)c(=O)n2C	9	13	20	1	3	-1	0	1	8
CCOC(=O)c1ccc(Nc2nc(C)cc(C)c2C#N)cc1	15	3	23	1	-7	0	6	0.94	-12
Cc1cc(NCCN2CCOCC2)c2ccc3ccccc3c2n1	-6	4	17	1	3	-1	3	0.97	-1
CCc1nnc(NC(=O)CCC(=O)N2CCN(c3cc(Cl)ccc3C)CC2)s1	11	33	3	0.9	-1	10	28	0.72	18
CC(=O)Nc1ccc(S(=O)(=O)NC2=NCN(c3ccc([N+](=O)[O-])cc3)CN2)cc1	-7	-25	17	0.99	5	1	-26	1.3	-18
CS(=O)(=O)N1CCN(c2ccnc3cc(Cl)ccc23)CC1	-10	4	1	1	-6	-2	-14	1.1	-1
CCOc1cc(NC(=S)NCC2CCCO2)c(OCC)cc1NC(=O)c1ccccc1C (centres undefined)	7	26	5	0.97	-1	3	-2	1	3
COc1cc2ccccc2cc1C(=O)N(CCN(C)C)c1nc2c(F)cc(F)cc2s1	31	33	15	0.94	20	6	7	0.93	15
CCCCCn1c(=O)[nH]c2cc(C(=O)N3CCN(c4ccccc4F)CC3)ccc2c1=O	2	19	36	1	3	0	-6	1.1	13
Cc1ccc(Nc2nnc(SC3CCOC3=O)s2)c(C)c1 (centres undefined)	2	18	-2	1	0	-4	1	0.99	8
COc1ccccc1CC(NC(C)=O)C(=O)NC1CCN(C(=O)c2ccc([N+](=O)[O-])cc2)CC1 (centres undefined)	-11	3	10	1	-2	-4	18	0.82	4
O=C(c1ccc(NS(=O)(=O)c2cccc(F)c2)cc1)N1CCCC1	7	-8	2	0.97	-8	2	-10	1.1	-7
CC(=O)NCCCc1nc2ccccc2n1Cc1ccc(C)cc1	0	-2	0	0.99	-3	1	-3	1	-1
Cc1ccc(S(=O)(=O)Nc2cccc(C(=O)N3CCN(c4ccccc4O)CC3)c2)cc1F	3	-7	13	1	-4	0	-3	1	17
Cc1ccc(CNC(=O)C2CCCN(c3cnccn3)C2)cc1 (centres undefined)	13	21	-8	1	4	-2	-2	1	4

Grouped by structure: the entries above containing a furan ring, fused or not
SMILES	TIM10 inh	tim10-1 inh	NALP3 yeast inh	mIAP activ	ATG4B inh	mIAP inh	hIAP block	hIAP act	Apaf-1 inh
N#C/C(=C/c1cn(-c2ccccc2)nc1-c1cccc(S(=O)(=O)N2CCCC2)c1)C(=O)NCc1ccco1	12	20	4	0.95	18	5	-13	1.1	12
O=C(Nc1ccc(Cl)cc1-c1nc2ccccc2s1)c1ccco1	8	25	4	0.93	-15	7	0	1	12

The results go on:
SMILES	TIM10 inh	tim10-1 inh	NALP3 yeast inh	mIAP activ	ATG4B inh	mIAP inh	hIAP block	hIAP act	Apaf-1 inh
CCC(C(=O)Nc1ccccc1OC)n1c(C(=O)OC)cc2ccsc21 (centres undefined)	-16	15	23	0.9	-8	10	-13	1.1	8
COc1cccc(CNC(=O)C(C)n2ccc3cc(S(=O)(=O)N4CCCCCC4)ccc32)c1 (centres undefined)	9	14	0	1.9	-5	-86	-16	1.2	14
Cc1cc(C)c2nc(NC(=O)c3cccc(S(=O)(=O)N4CCc5ccccc54)c3)sc2c1	8	19	24	0.93	-18	7	1	0.99	-5
COCC(=O)N/N=C\c1ccccc1OC/C=C/c1ccccc1	19	25	9	1	-14	-1	-10	1.1	8
COc1ccc(CCNC(=O)c2cccc(S(=O)(=O)NC(C)c3ccccc3)c2)cc1 (centres undefined)	7	-5	24	0.96	2	4	1	0.99	7
NC(=O)CCN(C(=O)c1cccc(S(=O)(=O)N2CCc3ccccc32)c1)c1ccccc1	14	13	6	1	-5	-1	20	0.8	-1
COc1ccc2c(c1)O[C@@H](c1cccc(C(F)(F)F)c1)[C@H](OC(=O)N[C@H]1CCCc3ccccc31)C2=O	5	14	7	0.97	x	3	16	0.84	5
Cc1occc1C(=O)N/N=C/C1=C(N2CCOCC2)C(=C\c2ccc(Cl)cc2Cl)/CC1	-15	32	5	0.91	-3	9	-24	1.2	10
O=C(CSc1cn[nH]n1)Nc1cccc(C(=O)O)c1	7	2	23	0.92	1	8	11	0.89	2
CCN(CC)S(=O)(=O)c1ccc(F)cc1	10	4	-4	1.2	4	-17	-11	1.1	-1
CC(NC(=O)c1ccccc1)C(=O)N/N=C/c1ccco1 (centres undefined)	-21	-2	1	1	-10	-2	5	0.95	1
O=C(N/N=C/C(Cl)=C\c1ccccc1)c1cccs1	25	-27	60*	0.94	-7	6	-2	1	18
COC(=O)C1=C(C(=O)OC)C2(OC1c1ccccc1C)C(=O)c1ccccc1C2=O (centres undefined)	15	26	-2	1	-21	-1	-13	1.1	9
Cc1nc2ccc([N+](=O)[O-])cc2c(=O)n1Cc1ccccc1Br	0	0	-8	0.92	2	8	-5	1.1	16
O=C(NCCCN1CCCC1=O)c1ccc2c(=O)n(Cc3ccco3)c(=S)[nH]c2c1	7	9	-6	0.75	-7	25	6	0.94	-2
O=C(Nc1ccccc1)Nc1ccc2ncoc2c1	-6	-10	-8	1.4	-1	-41	1	0.99	-6
CCC1CN(C(=O)NCc2cccc(OC)c2)c2cc(Cl)ccc2O1 (centres undefined)	17	30	24	1.1	10	-12	0	1	12
Cc1ccc(/C([O-])=C(/C(=S)NCc2ccccc2)[n+]2ccccc2)cc1[N+](=O)[O-]	14	9	2	0.92	-4	8	8	0.92	-20
S=C(c1ccc(-c2ccc(Br)cc2)o1)N1CCCCC1	-15	9	9	0.77	-3	23	3	0.97	9
Cc1ccc([N+](=O)[O-])c(OCCn2cnc3ccccc32)c1	-4	22	8	0.92	2	8	8	0.92	4
CN1CCN(Cc2ccc(Sc3ccc(Cl)cc3)c([N+](=O)[O-])c2)CC1	5	11	35	0.93	13	7	20	0.8	15
COc1ccc(S(=O)(=O)N(C)CC(=O)N2CCN(C)CC2)cc1C	-2	-3	4	1.1	12	-5	14	0.86	-8
CC1CCCCN1C(=O)CSc1ccc(-c2ccc(F)cc2)nn1 (centres undefined)	23	6	-7	0.96	3	4	12	0.88	-9
COc1cc(C(C)=O)ccc1OCc1cc(C(=O)N2CCSCC2)no1	2	7	0	0.98	-2	2	6	0.94	-1
Cc1cc(-n2c(C)cc(C(=O)COc3cccnc3[N+](=O)[O-])c2C)no1	-4	5	2	0.96	-1	4	-11	1.1	13
O=C(Nc1ccc(-n2cccn2)cc1)C1CCCCN1Cc1cccc2c1OCO2 (centres undefined)	-5	26	12	1.1	12	-9	-27	1.3	19
Cc1ccc(OS(=O)(=O)c2ccc(N3C(=O)CCC3=O)cc2)cc1	24	12	28	1	-5	0	-5	1	3
O=C(COCc1cc(-c2cccs2)on1)NC1CCCCC1	-1	21	26	1	2	0	2	0.98	5
C=CCNCCOCCOc1ccccc1-c1ccccc1	-5	7	21	1	-7	-4	20	0.8	1

Copied from the list:
hIAP block, `Cc1cc(-n2c(C)cc(C(=O)COc3cccnc3[N+](=O)[O-])c2C)no1` is entered as -11
mIAP inh, `COc1ccc(S(=O)(=O)N(C)CC(=O)N2CCN(C)CC2)cc1C` is entered as -5
mIAP inh, `CC1CCCCN1C(=O)CSc1ccc(-c2ccc(F)cc2)nn1` (centres undefined) is entered as 4

Rows were taken by chance, and some 4.5% of all compounds hit somewhere here.
